Screening results from PubChem BioAssay.
NCI-60 one-dose screen, 48 h, at 10 µM unless noted. Numbers give growth in % (100 = growth as untreated, 0 = no growth, -100 = all killed).
CAKI-1 = CAKI-1 renal cancer; actives 4.7% (n = 75,000); AID 1794772
RXF 393 = RXF 393 renal cancer cells | actives 6.9% (n = 77,000) | AID 1794773
SNB-75 = SNB-75 CNS cancer; actives 5% (n = 79,000); AID 1794750
SF-268 = SF-268 CNS cancer cells | actives 3.1% (n = 82,000) | AID 1794759
SNB-19 = SNB-19 CNS cancer cells; actives 2.5% (n = 81,000); AID 1794751
A498 = A498 renal cancer cells; actives 5.4% (n = 76,000)
SF-539 = SF-539 CNS cancer. actives 6.8% (n = 81,000). AID 1794752
ACHN = ACHN renal cancer; actives 4.9% (n = 81,000)
* = called active by the depositor; . = not tested or not shown; & = joins results of further samples. How the source made its calls: active means growth percent below 10; inactive means the rest.

SMILES | CAKI-1 | RXF 393 | SNB-75 | SF-268 | SNB-19 | A498 | SF-539 | ACHN
Cc1ccc(-n2cc(-c3ccccc3)c3c(SCC(=O)N/N=C/c4ccccc4[N+](=O)[O-])ncnc32)cc1 | 81 | 110 | . | 95 | 96 | 75 | 97 | 103
COc1ccc(C(=O)c2cc(OC)c3c(c2)OCO3)cc1O | 55 | -4.8* | 31 | 28 | 41 | 62 | 6.9* | .
CCOC(=O)c1cnc(Nc2nc3ccccc3s2)[nH]c1=O | 23 | 98 | 93 | 91 | 93 | 108 | 102 | 96
CC(=O)c1ccc(NC(=O)CSc2nnc(-c3cnccn3)n2-c2ccccc2)cc1 | 99 | 110 | 94 | 95 | 98 | 102 | 96 | 97
C[C@H]1[C@H](C)CC[C@]2(C(=O)NCCCNCCCCNCCCN)CC[C@]3(C)C(=CC[C@@H]4[C@@]5(C)C/C(=C/c6ccco6)C(=O)C(C)(C)[C@@H]5CC[C@]43C)[C@H]12 | 65 | 106 | 84 | 92 | 96 | 110 | 99 | 103
CCOC(=O)CC(C(C)=O)C(=O)Nc1ccccc1 (centres undefined) | . | 105 | 101 | 107 | 104 | 109 | 97 | 110
CCCCC1(C2CCCC2)NC(=O)NC1=O (centres undefined) | 96 | 107 | 92 | 105 | 101 | 104 | 92 | 93
C[C@H]1[C@H](C)CC[C@]2(C(=O)N3CCCNCC3)CC[C@]3(C)C(=CC[C@@H]4[C@@]5(C)CCC(=O)C(C)(C)[C@@H]5CC[C@]43C)[C@H]12 | 91 | 91 | 84 | 94 | 90 | 114 | 91 | 98
CC1C(=O)C2=C(CCC2)c2cn(Cc3ccccc3)c3cccc1c23 (centres undefined) | 62 | 108 | 77 | 93 | 93 | 89 | 84 | 83
O=C1NC2CSC(CCCCC(=O)ON3C(=O)CCC3=O)C2N1 (centres undefined) | 98 | 112 | 99 | 102 | 107 | 100 | 103 | 100
CC1=CC(OC(=O)C(C)(O)CCC(C)(C(=O)OC2(C(C)C)CCCC3(C)OC32)C(C)C)C(C(C)C)CC1 (centres undefined) | 101 | 104 | 102 | 97 | 102 | 92 | 95 | 106
N#CCCN1C(=O)CCC1C(=O)O (centres undefined) | 102 | 115 | 103 | 97 | 101 | 99 | 104 | 101
O=C1/C(=C/c2ccccc2O)Oc2cc(O)ccc21 | 95 | 111 | 84 | 106 | 97 | 110 | 106 | 109
CCCCn1c(=O)c(/C=C/c2cc(/C=C/c3cc4ccccc4n(CCCC)c3=O)n(-c3ccccc3)n2)cc2ccccc21 | 86 | 122 | 92 | 107 | 98 | 99 | 108 | 99
O=C1C(=Cc2ccc(Cl)cc2)C(=O)c2ccccc21 | 96 | 99 | 75 | 95 | 101 | 95 | 97 | 99
COc1ccc(/C=C/c2nc(N3C(=O)C(Cl)C3c3ccc(Cl)cc3)c3ccccc3n2)cc1 (centres undefined) | 56 | 113 | 77 | 94 | 98 | . | 95 | 85
CCOC(=O)C1=C(C(=O)OCC)N(c2ccc(Cl)cc2)C(N)=C(C#N)C1c1cc(=O)[nH]c2ccccc12 (centres undefined) | 87 | 102 | 94 | 96 | 96 | 96 | 94 | 90
COc1cc(C2CC(c3cc(OC)c(OC)c(OC)c3)=NN2C(C)=O)ccc1OCc1ccccc1 (centres undefined) | 29 | 31 | 49 | 48 | 52 | 55 | 52 | 28
NCC(=O)NNc1n[nH]c(=S)n1N | 94 | . | 93 | 100 | 100 | 92 | 101 | 108
COc1cc(/C=C/C(=O)O)ccc1OCc1cn(-c2cccc([N+](=O)[O-])c2)nn1 | 91 | 108 | 94 | 100 | 98 | . | 101 | 104
O=C(c1ccccc1)C(Br)C(Br)c1ccccc1 (centres undefined) | -50* | 34 | 97 | 102 | 102 | 88 | 108 | 19
COc1ccc(CNC2CCCCC2)cc1 | 105 | 113 | 97 | 107 | 106 | 125 | 109 | 106
NS(=O)(=O)c1ccc(NC(=O)N2CCN(C(=O)COc3ccc(Cl)cc3)CC2)cc1 | 98 | 94 | 85 | 99 | . | 92 | 98 | 111
CC(C)CC(N)C(=O)NCC(=O)O (centres undefined) | 88 | 104 | 104 | 114 | . | 118 | 99 | 102
COC(=O)/C=C/c1ccncc1 | 89 | 96 | 98 | 90 | 103 | 79 | 102 | 104
COc1cccc(/C=N/NC(=O)c2ccccc2Nc2ccnc(C(F)(F)F)c2)c1O | -2.2* | 21 | 20 | 19 | 21 | -13* | 0.8* | 5.2*
COc1ccc2c(CSc3nc(-c4ccc(Cl)cc4)c(C#N)c(=O)[nH]3)cc(=O)oc2c1 | 103 | 108 | 112 | 108 | 99 | 97 | 103 | 97
CSc1nnc2c3cc(Br)cc(Br)c3n(C)c2n1 | 75 | 96 | 88 | 103 | 94 | 99 | 87 | 97
NC1=C(O)C(=O)C(c2cccc3ccccc23)O1 (centres undefined) | 69 | 63 | 71 | 91 | 95 | 140 | 95 | 94
Cc1cccnc1-n1ncc(C(=O)Nc2nc3ccccc3s2)c1C | 84 | 136 | 69 | 97 | 93 | 67 | 95 | 101
Clc1ccccc1OCCSc1n[nH]c2nc3ccccc3n12 | 96 | . | . | 97 | 94 | 105 | 109 | 99
C#CCOc1ccc(C(Nc2ccccc2F)c2nnnn2C2CCCCC2)cc1 (centres undefined) | 56 | 102 | 88 | 90 | 92 | . | 97 | 99
COc1cc(F)c(-c2nc3cccc(C)c3n2Cc2c(F)cccc2F)c(F)c1 | . | 88 | 88 | 91 | 94 | 79 | 94 | 101
CCCCc1ccc(N=Nc2ccc(OCC[N+](C)(C)C)cc2)cc1 | . | 23 | 15 | 27 | 1.8* | 67 | 36 | 67
C=CC(=O)N[C@H](Cc1ccc(-c2cc(Cl)cc(Cl)c2)cc1)[C@H](O)[C@@H](O)C(=O)O | 84 | 101 | 87 | 102 | 100 | 81 | 100 | 101
CN1C(=O)C(=Cc2cn(CC(O)CN3CCCC3)c3ccccc23)C(=O)N(C)C1=O (centres undefined) | 81 | 112 | 100 | 100 | 100 | 122 | 108 | 99
N#CC1=C(N)n2nc(-c3ccccc3)nc2NC1c1ccc(Cl)cc1 (centres undefined) | 91 | 112 | 99 | 100 | 95 | . | 99 | 108
CC/C(=C\c1ccc(OCOC)c(OCOC)c1)C(=O)NC(Cc1ccccc1)C(O)C(=O)NCc1ccccc1 (centres undefined) | 89 | 93 | 84 | 93 | 84 | 70 | 99 | 57
COCCOC(=O)c1cccc(C)c1 | 96 | 101 | 82 | 99 | 102 | 84 | 103 | 104
COc1ccc2c(c1OC)C(=O)O[C@@H]2[C@H]1c2c(c(C=O)c3c(c2OC)OCO3)CCN1C | 98 | 103 | 95 | 96 | 103 | 96 | 101 | 102
O=C(O)C1=CSC[C@@H](C(=O)O)N1 | 94 | 101 | 96 | 108 | 90 | 91 | 91 | 90
CC(C)(C)CC(C)(C)NCC#CCNC(C)(C)CC(C)(C)C | . | 106 | 86 | 89 | 100 | 128 | 98 | 100
COc1cc2ccccc2cc/c1=N\O | . | 107 | 97 | 98 | 97 | 92 | 75 | 85
C[C@]12CC[C@@H]3c4cc(CN5CCOCC5)c(O)cc4CC[C@H]3[C@@H]1CCC2=O | 95 | 112 | 86 | 101 | 94 | . | 104 | 99
C[C@H]1[C@@H](CC(=O)N[C@@H](Cc2coc3ccccc23)B(O)O)O[C@@H]2OC3(C)CC[C@H]4[C@H](C)CC[C@@H]1[C@@]24O3 | 16 | -59* | -19* | 18 | 35 | 44 | -92* | 6.9*
COc1ccc(/C=N/Nc2ccc([N+](=O)[O-])cn2)cc1 | 120 | 114 | 102 | . | 98 | 87 | 102 | 101
Nc1c2c(nc3ccc(F)cc13)CC(c1ccc(Cl)cc1)CC2=O (centres undefined) | 95 | 109 | 98 | 102 | 97 | 101 | 98 | 105
O=C(/C=C/c1ccc(Cl)s1)c1ccc(Cl)s1 | 92 | 90&91 | 102&106 | 109&100 | 100&95 | 98 | 98&114 | 101&94
O=C(Cc1ccccc1)NCc1ccccc1 | 91 | 117 | 108 | 109 | 98 | 99 | 100 | 112
O=C1OCC/C1=C/OCCCCCCO/C=C1/CCOC1=O | 94 | 107 | 78 | 105 | 104 | . | 103 | 105
Brc1ccc2[nH]cc(-c3nn4cc(-c5nccs5)nc4s3)c2c1 | -37* | -46* | -1.6* | 32 | 61 | 47 | 30 | 3.2*
COc1ccc2nc(N3CN(c4cc(OC)c(OC)c(OC)c4)c4ncccc4C3=O)sc2c1 | 87 | 74 | . | 73 | 79 | 102 | 48 | 42
c1ccc(Nc2nn3c(-c4ccco4)ccnc3c2-c2ccccc2)cc1 | 105 | 96 | 93 | 106 | 107 | 83 | 95 | 100
C/C(=N\O)[C@H]1CC[C@H]2[C@@H]3CC[C@@H]4C/C(=N/O)CC[C@]4(C)[C@H]3[C@@](C)(O)C[C@]12C | 78 | 112 | 91 | 105 | 105 | 97 | 98 | 92
O=C1C(Sc2ccccc2)=C(Cl)CN1Cc1ccccc1 | 96 | 110 | 100 | 105 | 99 | 92 | 98 | 98
C/C1=C\CC[C@@]2(C)O[C@@H]2C[C@H]2C(CSc3ccccc3)C(=O)O[C@H]2[C@H](O)[C@@H](C)CCC1 (some centres undefined) | 82 | 49 | 91 | 103 | 86 | . | 93 | 107
CN1CCN(c2nc(-c3ccccc3)cc(=O)n2C)CC1 | 104 | 94 | 90 | 106 | 92 | 74 | 96 | 100
O=C(Nc1ncc(Cc2ccccc2)s1)c1ccc2c(c1)OCCCO2 | 25 | -10.0* | 34 | 60 | 37 | -2.3* | -9.3* | 34
COC(=O)/C=C1/CCC2C3CCC4=CC(=O)C(Br)CC4(C)C3C(=O)CC12C (centres undefined) | 74 | 60 | 71 | 96 | 79 | 117 | 97 | 73

Among those listed so far, 7 contain an aryl thioether with sulfur outside any ring:
SMILES | CAKI-1 | RXF 393 | SNB-75 | SF-268 | SNB-19 | A498 | SF-539 | ACHN
Cc1ccc(-n2cc(-c3ccccc3)c3c(SCC(=O)N/N=C/c4ccccc4[N+](=O)[O-])ncnc32)cc1 | 81 | 110 | . | 95 | 96 | 75 | 97 | 103
CC(=O)c1ccc(NC(=O)CSc2nnc(-c3cnccn3)n2-c2ccccc2)cc1 | 99 | 110 | 94 | 95 | 98 | 102 | 96 | 97
COc1ccc2c(CSc3nc(-c4ccc(Cl)cc4)c(C#N)c(=O)[nH]3)cc(=O)oc2c1 | 103 | 108 | 112 | 108 | 99 | 97 | 103 | 97
CSc1nnc2c3cc(Br)cc(Br)c3n(C)c2n1 | 75 | 96 | 88 | 103 | 94 | 99 | 87 | 97
Clc1ccccc1OCCSc1n[nH]c2nc3ccccc3n12 | 96 | . | . | 97 | 94 | 105 | 109 | 99
O=C1C(Sc2ccccc2)=C(Cl)CN1Cc1ccccc1 | 96 | 110 | 100 | 105 | 99 | 92 | 98 | 98
C/C1=C\CC[C@@]2(C)O[C@@H]2C[C@H]2C(CSc3ccccc3)C(=O)O[C@H]2[C@H](O)[C@@H](C)CCC1 (some centres undefined) | 82 | 49 | 91 | 103 | 86 | . | 93 | 107
